Screens (PubChem BioAssay)
HEK293 NOD2/NF-kB = inhibition of NOD2-driven NF-kB reporter – cell-based, luminescence, uHTS, HEK293 (AID 1566) | hit rate 0.63% among 290,000 | HEK293 NOD2/NF-kB luciferase reporter, luminescence; higher % means a stronger effect | one-dose inhibition, % at 4 µM; EC50 in µM for titrated hits; further: many of its hits are not listed in these tables
KOR beta-arrestin-1 = kappa opioid receptor activators – cell-based, luminescence, uHTS, primary screen (AID 1777); KOR beta-arrestin recruitment, luminescence; higher % means a stronger effect; activation, % at 10 µM; hits with a dose series show EC50 in µM; hit rate 0.02% among 280,000; in the data active means activation above about 50%, passing the limit was not always enough; further: a part of the inactive calls stands beside numbers as strong as those of hits
HIV fusion peptide = cell-free HIV fusion peptide-binding blockers – biochemical, uHTS, fluorescence dequenching, primary screen (AID 1986) | cell-free peptide binding, fluorescence dequenching, 30 min; higher % means a stronger effect | one-dose inhibition, % at 20 µM; IC50 in µM for titrated hits | hit rate 0.3% among 290,000; in the data active means inhibition mostly above about 52%, no sharp cut-off; inactive means mostly below about 76%; further: some results filed as inactive read as strong as hits
NS5 inhibitors = flavivirus cap methylation enzyme inhibition – biochemical, confirmation dose response, primary screen (AID 588689); Dengue-2 NS5 methyltransferase capping enzyme assay, biochemical; higher % means a stronger effect; inhibition, % at 25 µM, or IC50 in µM where a hit was titrated; hit rate 0.3% among 340,000; in the data active means a potency from the dose series; inconclusive means inhibition above about 29% without an active follow-up result
Yfh1-off respiration = enhancers of respiration in Yfh1-depleted yeast, dose response, Friedreich's ataxia, plus single-dose screen (AID 1465). S. cerevisiae Yfh1-off respiration, WST-1 reduction, 72 h; higher fold induction means a stronger effect. one-dose fold induction at 50 µM; EC50 in µM for titrated hits. hit rate 0.074% among 220,000;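 active means fold induction of absorbance versus untreated yeast above a set limit, then at least 30% activation at any dose in follow-up; inconclusive means repeats straddling the limit, or above it without dose testing; inactive means fold induction below the set limit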;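 further: activators that raise dye reduction in frataxin-depleted yeast; strong numbers were not always called active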
AID2073 = inhibitors of Mint1-CaV2.2 protein interaction, biochemical, HTRF (AID 2073) | one-dose inhibition, % at 20 µM; IC50 in µM for titrated hits | hit rate 0.19% among 290,000 | HTRF protein-protein interaction, Mint1-CaV2.2; higher % means a stronger effect; in the data active means inhibition mostly above about 51%, no sharp cut-off; inconclusive means no clear call, values can overlap the other calls; inactive means mostly below about 53%; further: some results filed as inactive read as strong as hits
West Nile virus CPE = inhibition of WNV-induced cytopathic effect – cell-based, CPE readout (AID 1621). West Nile virus-infected cells, CPE inhibition; higher % means a stronger effect. one-dose CPE inhibition, % at 10 µM; IC50 in µM for titrated hits. hit rate 0.02% among 290,000; in the data active means a potency from the dose series; inconclusive means CPE inhibition mostly from about 3.7% at the one dose, without a potency; inactive means the rest, 99 in 100 with CPE inhibition below about 2.2%; further: strong numbers were not always called active
NOD1 inhibition = inhibition of NOD1-driven NF-kB reporter – cell-based, luminescence, uHTS, primary screen (AID 1578). NOD1-driven NF-kB luciferase reporter cells, luminescence; higher % means a stronger effect. inhibition, % at 4 µM, or EC50 in µM where a hit was titrated. hit rate 1% among 290,000; in the data active means inhibition mostly above about 36%, no sharp cut-off; inactive means mostly below about 34%;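 further: HEK-293T reporter cells stimulated with the NOD1 agonist gamma-tri-DAP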
KOR beta-arrestin-2 = KOR antagonists, beta-arrestin recruitment, cell-based, luminescence, uHTS (AID 1778) | KOR beta-arrestin recruitment, luminescence, antagonist mode; higher % means a stronger effect | hit rate 0.091% among 290,000 | inhibition, % at 10 µM, or IC50 in µM where a hit was titrated; further: strong numbers were not always called active
NS5 inhibitors pilot replicate = recorded beside NS5 inhibitors, whose call it bears; inhibition, %; measured here: pilot screen replicate inhibition
Active calls of the source: *; i = inactive; ? = inconclusive; . = no result given; [ ] = another dose, or the depositor's remark. Unless noted, no stated cut-off is given here; in the data, active means inhibition above about 50%; inactive means the rest. These rows are one share of the data. The share of hits here may be higher or lower than overall.

SMILES	HEK293 NOD2/NF-kB	KOR beta-arrestin-1	HIV fusion peptide	NS5 inhibitors	Yfh1-off respiration	AID2073	West Nile virus CPE	NOD1 inhibition	KOR beta-arrestin-2	others
CC(Oc1ccc(Cl)cc1)c1ccc(C#N)c(=O)[nH]1 (configuration not stated)	3%	2.6%	3.1%	-2%	i	12%	0.8%	-45%	-48%
CCOC(=O)Nc1ccc2c(COC(=O)CNS(=O)(=O)c3ccc(NC(C)=O)cc3)cc(=O)oc2c1	-12%	-5.0%	4.3%	1%	i	36%	0.6%	-34%	29%[20 µM]
CCCCN(C(=O)c1cc2ccccc2o1)c1c(N)n(CC(C)C)c(=O)[nH]c1=O	7%	-2.5%	0.4%	3%	i	8%	0.9%	-16%	-2%
Cc1ccc(C)c(N2CCN(C(=O)c3ccc(NS(=O)(=O)c4c(C)noc4C)cc3)CC2)c1	-10%	-5.6%	0.2%	-5%	i	-15%	-0.5%	6%	-4%
N=C1/C(=C/c2ccco2)C(=O)N=C2SC(CC(=O)N3CCCC3)=NN12	-8%	-0.4%	21%	-21%	.	2%	0.4%	-27%	-19%
CCn1cc(CN2CCN(Cc3cccc(OC)c3)C(CCO)C2)c(C)n1 (configuration not stated)	-9%	.	0.2%	1%	i	-12%	-1.2%	-21%	-32%[20 µM]
CSc1nnc(NC(=O)C2CCCCC2)s1	-16%	-5.8%	-0.9%	-5%	i	-6%	0.4%	.	15%
CCOC(=O)N1CCN(C(=O)/C(=C/c2ccccc2OC)NC(=O)c2ccccc2)CC1	-14%	0.0%	1.4%	-4%	i	2%	.	-23%	3%
CCOC(=O)c1c(C)oc2ccc(OCC(=O)N(CC)CC)cc12	7%	-3.0%	-1.0%	-1%	i	-5%	-0.7%	-16%	4%
COc1ccc(-c2coc3cc4oc(=O)c(CC(=O)O)c(C)c4cc23)cc1	1%	1.8%	4.6%	-1%	.	7%	-0.3%	-13%	-6%
COc1cccc(COc2nc3c(c(=O)n(C)c(=O)n3C)n2C)c1	-11%	-1.6%	2.9%	3%	.	0%	.	-23%	2%
CC1CCN(S(=O)(=O)c2ccc3[nH]cc(C(=O)NCCN4CCOCC4)c(=O)c3c2)CC1	0%	-2.6%	-0.9%	-5%	.	3%	.	-11%	-1%
COc1ccc(C(CC(=O)N2CCOCC2)C(C)C)cc1 (configuration not stated)	-2%	4.3%	0.5%	-10%	i	-4%	0.2%	-29%	2%
Cn1cc(/C=C/C(=O)N2CCCC(C(=O)c3ccc(C(F)(F)F)cc3)C2)cn1 (configuration not stated)	1%	-2.6%	0.4%	-9%	i	15%	-0.5%	-27%	5%
Cc1nc(NCc2ccccc2)[nH]c(=O)c1CCC(C)C	-4%	-1.9%	-2.8%	0%	i	0%	-0.9%	25%	-47%
O=c1cc(CO)occ1OCc1cccc(C(F)(F)F)c1	-7%	0.0%	-2.2%	-10%	i	0%	-0.1%	-3%	-31%
CCOc1ccc(NC(=O)CSc2nccn2C)cc1	15%	-4.7%	-0.8%	6%	i	5%	-0.3%	-21%	-8%
COc1ccc(C(=O)Oc2cccnc2)cc1OC	4%	4.5%	-0.3%	-5%	i	-5%	-0.3%	6%	-1%
Cc1cc(CNC(=O)C(C)n2nc(C)c([N+](=O)[O-])c2C)c2ccccc2n1 (configuration not stated)	15%	-7.6%	-0.1%	-2%	i	-2%	-1.0%	-45%	18%
Cc1cc(C)n(C(CC(=O)N2CCc3ccccc3C2)C(=O)O)n1 (configuration not stated)	9%	-0.7%	0.0%	-4%	i	12%	1.0%	1%	17%	NS5 inhibitors pilot replicate=-0.1
O=C(COc1ccc2ccccc2c1)Nc1nnc(-c2ccco2)s1	13%	1.6%	3.2%	.	i	1%	-0.1%	-6%	16%
COc1ccc(CCNC(=O)CCCC(=O)n2nc(C)c3ccccc32)cc1OC	-9%	-0.4%	-1.1%	0%	.	-6%	-0.2%	-27%	-26%
COc1ccc(NC(=O)CNCCC2=CCCCC2)cc1	4%	1.2%	-0.3%	-1%	i	-1%	-0.3%	-42%	13%
O=S(=O)(NCCOCCNS(=O)(=O)c1ccccc1)c1ccccc1	16%	-1.8%	-2.0%	2%	.	-10%	.	19%	-12%
CC(C)N(Cc1nc(-c2ccccc2)no1)C(=O)c1ccc(Br)o1	23%	5.2%	-1.3%	-4%	i	-6%	-0.5%	8%	15%
CCN(CC)S(=O)(=O)c1cc(NC(=O)c2n[nH]c(=O)c3ccccc23)ccc1C	2%	-4.4%	-1.1%	-18%	i	-8%	-1.0%	-21%	-7%
CCC1Oc2ccc(C)cc2N(CC(=O)NCc2cc(OC)ccc2OC)C1=O (configuration not stated)	7%	-2.5%	-2.0%	3%	i	-3%	-1.0%	-13%	22%
C/C=C/c1ccc(OCCCCN(C)Cc2ccccc2)c(OC)c1	-22%	-0.6%	-1.1%	-6%	.	0%	-1.2%	-28%	-26%[20 µM]
COc1ccc(OC)c(S(=O)(=O)NCc2cc(-c3ccccc3)no2)c1	-22%	17%	0.4%	-2%	.	5%	-0.5%	0%	-21%
CCn1c(O)c(N=NC2=NC(=O)CS2)c2cc(C)ccc21	-3%	6.8%	2.3%	13%	i	2%	0.2%	2%	-27%
CC(O)CNc1cc(N)c([N+](=O)[O-])cc1[N+](=O)[O-] (configuration not stated)	8%	-2.0%	-0.4%	-12%	i	-10%	0.1%	-10%	.
Cc1ccccc1NC(=O)c1ccc(CN2CC(=O)N3CCCCC3C2=O)cc1 (configuration not stated)	12%	.	0.3%	-4%	.	9%	-0.2%	-3%	7%[20 µM]
O=C(/C=C1\NC2(CCCC2)Cc2ccccc21)C(=O)N/N=C/c1ccccc1O	23%	2.8%	2.2%	1%	i	23%	?	48%	-18%
CCOc1cc(OCC)cc(C(=O)NCCCN2CCOCC2)c1	8%	2.0%	0.5%	-1%	i	-14%	-0.7%	-23%	-19%
O=C(NNC(=O)C1CCCN(S(=O)(=O)c2cccc(F)c2)C1)C1CC1 (configuration not stated)	20%	-3.9%	-1.2%	-5%	i	-4%	1.3%	-4%	7%
O=C1/C(=C/c2cccc([N+](=O)[O-])c2)Oc2cc(O)ccc21	10%	-0.8%	-0.6%	-15%	.	20%	-1.7%	-7%	-22%
CCCCCCC#Cc1ccc2c(c1)COc1c3ccccc3nn1-2	4%	3.8%	2.8%	-10%	i	-4%	-0.8%	6%	-1%
Cc1ccc(S(=O)(=O)Nc2cccc(Cl)c2)cc1NC(=O)c1cccnc1	0%	-5.9%	1.8%	2%	i	1%	-0.1%	-42%	23%
COc1ccc(OC)c(C(Nc2ccccc2)P(=O)(OC(C)C)OC(C)C)c1 (configuration not stated)	19%	0.5%	0.2%	.	i	8%	0.3%	8%	-6%
O=C(NCCNc1ccccc1[N+](=O)[O-])c1ccccc1F	-70%	-6.9%	-2.5%	2%	.	4%	-0.5%	33%	32%[20 µM]	NS5 inhibitors pilot replicate=-2.7

Some of these compounds in order of formula weight, largest number first:
SMILES	HEK293 NOD2/NF-kB	KOR beta-arrestin-1	HIV fusion peptide	NS5 inhibitors	Yfh1-off respiration	AID2073	West Nile virus CPE	NOD1 inhibition	KOR beta-arrestin-2	others
COc1ccc(CCNC(=O)CCCC(=O)n2nc(C)c3ccccc32)cc1OC	-9%	-0.4%	-1.1%	0%	.	-6%	-0.2%	-27%	-26%
O=C(NCCNc1ccccc1[N+](=O)[O-])c1ccccc1F	-70%	-6.9%	-2.5%	2%	.	4%	-0.5%	33%	32%[20 µM]	NS5 inhibitors pilot replicate=-2.7
CCn1c(O)c(N=NC2=NC(=O)CS2)c2cc(C)ccc21	-3%	6.8%	2.3%	13%	i	2%	0.2%	2%	-27%

Going on with the list.
SMILES	HEK293 NOD2/NF-kB	KOR beta-arrestin-1	HIV fusion peptide	NS5 inhibitors	Yfh1-off respiration	AID2073	West Nile virus CPE	NOD1 inhibition	KOR beta-arrestin-2	others
NC(=O)C1CCN(C(c2ccccc2Cl)c2nnnn2Cc2ccc3c(c2)OCO3)CC1 (configuration not stated)	6%	6.2%	2.2%	-5%	i	-1%	-0.1%	1%	-11%
CCOC(=O)C1CCN(c2c(Nc3ccc(C)c(C)c3)c(=O)c2=O)CC1	2%	7.2%	0.2%	-4%	i	0%	-0.3%	-3%	2%
COCCn1c(=N)c(C(=O)NCCc2ccc(OC)cc2)cc2c(=O)n3cccc(C)c3nc21	9%	-1.9%	-0.9%	8%	i	0%	-0.3%	-2%	7%
CN(C(=O)c1cccc(NC(=O)c2ccccc2)c1)C1CCCCC1	36%	-2.3%	1.6%	-5%	.	19%	-1.4%	18%	25%
NC(=O)CSc1nnc(NC(=O)C23CC4CC(CC(C4)C2)C3)s1	7%	-4.9%	-0.9%	-8%	.	11%	0.0%	-23%	-12%
Cc1onc(-c2ccccc2Cl)c1C(=O)Nc1ccc(F)c(F)c1	11%	-2.2%	-2.6%	-4%	i	5%	-0.7%	-13%	12%	NS5 inhibitors pilot replicate=5.5
O=C(O)Cc1sc(NCc2ccco2)nc1-c1ccccc1	4%	-0.4%	4.0%	7%	i	42%	0.0%	1%	-21%
O=C(Cc1c[nH]c2ccccc12)N/N=C/c1ccc(F)cc1	6%	-2.2%	1.7%	0%	i	-1%	-0.3%	-26%	6%
Cn1c2ccccc2c2c(C(=O)NCCCN3CCCC3=O)cn(C3CCCCC3)c(=O)c21	15%	-1.7%	-1.1%	2%	i	10%	0.6%	-3%	15%
Cc1ccc2c(COC(=O)c3c(C)noc3C)cc(=O)oc2c1	0%	-3.2%	0.7%	-2%	i	9%	-0.8%	-33%	-9%
CCNC(=S)N/N=C1\C(=O)c2cccc3cccc1c23	-96%	2.8%	-0.7%	-3%	i	16%	0.4%	48%	-42%
COc1ccc2ccccc2c1/C=N/NC(=O)c1cccc(Br)c1	-5%	2.0%	-1.7%	1%	i	0%	0.1%	-33%	-1%
CCCCCCCOC(=O)c1nc(Cl)c(Cl)c(N)c1Cl	19%	7.1%	1.9%	-3%	i	5%	-0.3%	-31%	-1%
Cc1nn(Cc2ccc(Cl)cc2)c(C)c1NC(=O)c1cc(-c2ccc3c(c2)OCO3)on1	-12%	2.9%	-1.3%	-11%	i	2%	0.2%	-27%	-18%
O=C(COC(=O)c1cc[n+]([O-])cc1)Nc1ccc(Cl)cc1[N+](=O)[O-]	-96%	-3.0%	1.2%	-9%	i	3%	-0.7%	-29%	-12%
Cc1nn2cnnc2c(C)c1Cc1ccc(Cl)cc1	-7%	6.3%	1.3%	-9%	.	6%	-0.6%	-11%	0%
CSc1nc(Sc2ccc(Cl)cc2)c2ccccc2n1	10%	3.7%	-0.7%	-8%	.	34%	.	10%	-36%
N#C/C(=C(/O)COC(=O)c1ccccc1O)c1nc2ccccc2s1	53%*	2.0%	59%	0%	i	39%	0.2%	16%	-47%[20 µM]
COc1ccc(NC(=O)COc2ccc(Br)cc2)c(OC)c1	3%	-2.7%	-1.0%	0%	.	11%	-0.1%	-48%	-23%[20 µM]	NS5 inhibitors pilot replicate=1.2
CCOC(=O)c1cnc2nc(Cc3ccccc3)[nH]n2c1=O	-3%	1.9%	3.4%	-2%	i	3%	0.6%	-15%	-28%
O=C(Nc1cccc(S(=O)(=O)Nc2ccc(Cl)cc2)c1)c1ccc[n+]([O-])c1	-70%	.	-1.8%	-6%	i	5%	-0.6%	3%	17%
